CHOP inh: blocks CHOP induction under ER stress; 220,000 tested, 3.8% active; AID 2732; CHO-K1 CHOP-promoter luciferase, tunicamycin-induced, 15-18 h; inhibition, % at 10 µM;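 active = compounds that reduced the stress-induced luciferase reporter signal by more than about 70% of percent inhibition, limit read from the data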;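 note: 0% = tunicamycin plus vehicle and 100% = wells without tunicamycin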
TNF death inh: blocks TNF-alpha induced death of Jurkat FADD-/- cells; activation (protection from cell death), % at 10 µM; Jurkat FADD-/- TNF necroptosis rescue, ATP luminescence, 24 h; 0 = TNF only, 100 = no-TNF cells; AID 463075; 220,000 tested, 0.068% active;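 active = activation, meaning protection from cell death, of at least 50% relative to plate controls; inactive = activation below 50%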;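 note: necroptosis triggered by 40 ng/mL TNF-alpha added together with compound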
TRPN1 ag: agonists of zebrafish TRPN1 channel | 220,000 tested, 0.18% active | activation, % at 3 µM | AID 1424 | HEK293 zebrafish TRPN1-YFP, Fluo-8 calcium fluorescence; 100% = response to 87 µM carbachol;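 active = activation above its plate's cutoff, the mean activation of test wells on that plate plus 3 SD, cut at about 19% in these data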;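 note: 0% = DMSO alone and 100% = 87 µM carbachol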
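Assay system: Zebrafish TRPN1-YFP in HEK293 cells | Incubation: Dye loading 1 h at 37 °C, then 30 min room temperature | Measured by: Kinetic Fluo-8 fluorescence, ex 470-495, em 515-575 nm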
NCF1 inh: p47phox (human) inhibition; P14598; p47phox/p22phox peptide binding, fluorescence polarization, 2 h; inhibition, % at 24.7 µM; 220,000 tested, 0.53% active; AID 1274;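 active = inhibition above about 30%, limit read from the data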;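 note: 0% = p47phox with labelled peptide and 100% = labelled peptide alone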
EBV gp42 inh: EBV gp42 inhibition. Q1HVG2. Fluorescence polarization binding assay, mP read-out. inhibition, % (tested at 21.74 µM). 220,000 tested, 0.42% active; in the data active = inhibition above about 50%
Target sequence (Q1HVG2 whole entry, looked up): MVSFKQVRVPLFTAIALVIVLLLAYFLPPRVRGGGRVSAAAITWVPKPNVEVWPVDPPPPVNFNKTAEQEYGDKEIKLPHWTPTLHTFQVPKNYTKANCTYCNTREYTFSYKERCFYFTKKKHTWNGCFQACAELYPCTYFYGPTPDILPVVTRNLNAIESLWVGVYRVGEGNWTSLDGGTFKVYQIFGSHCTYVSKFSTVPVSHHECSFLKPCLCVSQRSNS
Runt-SMMHC FRET: blocks binding of human RUNX1 Runt domain to CBFb-SMMHC. Q01196+Q13951. 220,000 tested, 0.74% active. Cerulean-Runt/Venus-CBFb-SMMHC FRET ratio 530/480, 1 h. inhibition, % at 20 µM;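 active = mean inhibition across duplicate retests at 20 µM reaching about 50%, limit read from the data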;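 note: 0% = DMSO wells and 100% = wells with excess untagged CBFb-SMMHC; inhibitors lower the FRET ratio by blocking Runt binding to CBFb-SMMHC; some results filed as inactive read as strong as hits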
Target sequence (Q01196 whole entry, looked up, the tested form may be a part): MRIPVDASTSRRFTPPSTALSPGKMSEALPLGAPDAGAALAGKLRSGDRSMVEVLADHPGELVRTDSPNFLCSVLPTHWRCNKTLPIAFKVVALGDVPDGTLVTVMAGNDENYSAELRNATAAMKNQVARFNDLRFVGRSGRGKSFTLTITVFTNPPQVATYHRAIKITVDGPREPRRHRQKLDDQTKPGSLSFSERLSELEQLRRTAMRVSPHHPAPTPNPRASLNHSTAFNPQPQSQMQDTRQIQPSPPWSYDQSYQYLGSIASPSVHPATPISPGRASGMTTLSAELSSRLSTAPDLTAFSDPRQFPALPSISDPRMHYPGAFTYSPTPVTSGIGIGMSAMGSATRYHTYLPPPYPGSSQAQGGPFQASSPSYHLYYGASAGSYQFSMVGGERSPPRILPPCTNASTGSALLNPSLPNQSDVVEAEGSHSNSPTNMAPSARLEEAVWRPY
Target sequence (Q13951 whole entry, looked up, the tested form may be a part): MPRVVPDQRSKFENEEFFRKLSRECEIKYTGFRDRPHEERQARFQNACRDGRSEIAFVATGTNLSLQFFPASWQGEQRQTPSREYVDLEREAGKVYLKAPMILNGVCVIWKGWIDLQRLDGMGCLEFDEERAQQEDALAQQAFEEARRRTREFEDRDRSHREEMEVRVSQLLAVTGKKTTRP
TRPML3 agonist: agonists of human TRPML3 channel; 220,000 tested, 0.29% active; Q8TDD5; AID 1448; HEK293 TRPML3-YFP, Fluo-8 calcium fluorescence; 100% = the carbachol control signal; activation, % at 3 µM;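 active = activation above its plate's cutoff, the mean activation of the plate's test wells plus 3 SD, cut at about 12% in these data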;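 note: 0% = DMSO only wells and 100% = carbachol wells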
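Material: TRPML3-YFP stable HEK293 cells | Dosing: One concentration, 3 µM nominal, 0.3% DMSO | Timing: 125 s total fluorescence read per well | Technique: Fluo-8 calcium dye fluorescence, ex 470-495, em 515-575 nm | Measure: Percent activation from peak-to-basal fluorescence ratio, scaled between DMSO and carbachol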
PPC-1+TRAIL kill: PPC-1 cancer cell killing with TRAIL present; PPC-1 cells + TRAIL, ATPLite viability luminescence; cell killing (% activity), % at 4 µM; 220,000 tested, 0.41% active;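 active = cell killing above 50% in the first pass at 4 µM, then a duplicate retest at 5 µM averaging 50% or more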;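 note: plate controls were cells with TRAIL plus DMSO for no effect and medium-only wells lacking cells for full effect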
MDM2 E3 inh: blocks human Mdm2 ubiquitin ligase activity; 210,000 tested, 0.11% active; signal enhancement, % at 5 µM; cell-based MDM2 ubiquitination luciferase reporter, 2 h; 0 = plate control, 100 = twice control, blank-subtracted; AID 1230;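 active = signal enhancement of 30% or more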;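 note: luminescence tracks abundance of the self-degrading MDM2-luciferase fusion protein; higher signal means inhibition of MDM2 E3 ligase activity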
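Material: Stable MDM2–luciferase fusion reporter cells | Amount: 2000 cells seeded into each well | Dosing: One concentration, 5 µM, with 0.2% DMSO | Incubation: 4 h cell settling then 2 h compound exposure, 37 °C | Measured by: Luciferase luminescence | Read-out basis: % enhancement relative to plate controls after blank subtraction | Benchmarks: Control and blank well means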
* marks the source's active call; other numbers are inactive results; x = not tested or not shown.

Under each structure – CHOP inh, TNF death inh, TRPN1 ag, NCF1 inh, EBV gp42 inh, Runt-SMMHC FRET, TRPML3 agonist, PPC-1+TRAIL kill, MDM2 E3 inh
> O=c1cc(CO)oc(CN2CCN(c3cccc(C(F)(F)F)c3)CC2)c1O
→ 21, -0.6, 2.0, -14, 11, -6, 0.7, 10, -10
> Clc1ccc(C2=NN=C3COc4ccccc4N3C2)cc1
→ 36, 2.0, 0.0, -3, 0, -3, 0.3, 17, -3
> Fc1cccc(COc2ccccc2CNc2ccccc2)c1
→ 44, 0.9, -0.5, -2, -6, -2, 0.0, 18, 0
> Cc1cc(NC(=O)c2ccc3c(c2)C(=O)N(C(C)(C)C)C3=O)no1
→ -25, 0.9, 1.6, 9, -13, -1, 0.3, 2, 6
> CS(=O)(=O)N1CCC(C(=O)Nc2ccc(Oc3ccccc3)cc2)CC1
→ 12, -0.4, 1.0, -13, -14, 0, 0.4, -4, 3
> COC(=O)C1=C(C)N(C2CCCCC2)C(=O)C1
→ -3, -1.0, -2.3, -4, 3, -1, -0.4, -4, -11
> Cc1ccc(-n2c(C)cc(/C=C3\NC(=O)NC3=O)c2C)c(C)c1
→ -20, -1.4, -1.4, -6, 18, 4, -0.7, 43, -2
> Cc1ccccc1OCC(=O)OCC(=O)c1ccc(OC(=O)c2ccccc2)cc1
→ -2, -4.6, 0.0, -3, -25, -6, -0.1, 21, 7
> Cc1ccc(-n2nc(C)c(Sc3ccccc3[N+](=O)[O-])c2N)cc1
→ 27, 0.1, -1.0, -2, 8, 13, 1.6, 11, 1
> Cc1cccc(OCc2nnc(SCc3nc4ccccc4c(=O)[nH]3)o2)c1
→ 44, -0.4, 0.4, -11, -18, -1, 1.4, 5, -19
> CCn1c2ccccc2c2cc(/C=N/NC(=O)c3ccc(O)cc3)ccc21
→ 27, -2.6, -1.1, -48, -8, -3, -0.1, 28, -3
> CN(CCC#N)C(=S)NC(=O)c1ccc(S(=O)(=O)N2CCOCC2)cc1
→ -6, 0.9, 1.6, 0, -3, 1, 0.7, 5, -4
> Cc1ccc([N+](=O)[O-])cc1NC(=O)CN(C1CCCCC1)S(=O)(=O)c1ccc(Cl)cc1
→ 20, -3.5, 0.4, 2, -1, 2, 0.5, -2, -17
> COc1cc(C=O)ccc1OCCOCCOc1cc(C)ccc1Cl
→ 17, -5.7, -0.8, 5, 1, -3, -0.5, 11, -6
> O=C1C(=O)c2ccccc2C(O)=C1c1cccc([N+](=O)[O-])c1
→ 30, -7.6, -2.1, -12, -2, 1, -0.3, -7, -6
> Cc1ccc(C2C=C(c3ccccc3)Nc3nc(N4C(=O)CCC4=O)nn32)cc1 (configuration not stated)
→ 4, -2.6, 0.0, -5, 5, 78, 0.2, 9, -9
> CC(C)N1C(=O)S/C(=C/c2cccnc2)C1=O
→ -16, -3.6, 0.8, -1, -11, -2, 0.4, 21, 9
> Cc1cc(-c2csc(NC(=O)c3ccc(=O)n(C)n3)n2)c(C)n1CC1CCCO1 (configuration not stated)
→ -15, -3.6, 0.3, 7, -7, -17, -0.2, 23, 7
> COC(=O)c1ccc(NC(=O)Cn2nc(-c3ccncc3)nc2SCC(=O)Nc2nccs2)cc1
→ 32, 2.1, -0.1, -22, -28, -6, 0.0, 19, -1
> CCn1c(SCC(N)=O)nc2c(c1=O)C1(CCCC1)Cc1ccccc1-2
→ 11, -0.2, -0.9, -11, -28, 3, 0.7, 32, -11
> CCOc1ccc(C(C)=O)cc1CN1C(=O)NC2(CCCCCCC2)C1=O
→ 8, 0.3, 1.3, 2, -16, -2, -1.8, 19, 11
> Cc1cccc(C)c1N(CC(=O)N/N=C/c1cc(Br)c(C)o1)S(C)(=O)=O
→ 18, 1.0, -0.3, -5, 3, 4, 0.5, -13, -15
> CCN(CC)c1ccc(NC(=O)C2CCCN(S(=O)(=O)c3cnc[nH]3)C2)c(C)c1 (configuration not stated)
→ 3, 0.3, 0.9, -7, -20, 11, 0.1, -3, -14
> C=C1c2cc3c(cc2NC(=S)N1Cc1ccccc1)OCO3
→ -16, -0.2, -0.3, -4, -6, 12, 0.3, 27, -12
> Cc1c(Cl)c(C(=O)N2CCCC2)nn1C
→ -11, 0.7, 0.9, -2, -9, -1, 0.7, 26, 0
> CO/N=C/C(=N\Nc1cc(OC)cc(OC)c1)C(=O)c1ccccc1
→ 7, 1.0, -0.7, -11, -5, -5, -0.9, -4, -2
> CN(C)Cc1ccc(O)c(CCc2ccccc2)n1
→ -13, -0.5, -1.9, -2, -5, 2, 0.0, 2, -7
> COc1ccccc1/C=N/Nc1cc(C)nc(N2CCOCC2)n1
→ 2, -0.3, -1.7, -22, -23, -4, -1.7, 29, x
> COc1cc(CNCCc2ccc(S(N)(=O)=O)cc2)ccc1OCc1ccc(Cl)cc1
→ 23, -12, 4.2, -4, 1, 0, 2.7, 18, -18
> CCCNC(=S)N1CCN(CC)CC1
→ 7, 1.6, 0.0, -2, -1, -3, 1.5, 4, -1

Reprinted at random: two records from the list.
Under each structure – CHOP inh, TNF death inh, TRPN1 ag, NCF1 inh, EBV gp42 inh, Runt-SMMHC FRET, TRPML3 agonist, PPC-1+TRAIL kill, MDM2 E3 inh
> CCN(CC)c1ccc(NC(=O)C2CCCN(S(=O)(=O)c3cnc[nH]3)C2)c(C)c1 (configuration not stated)
→ 3, 0.3, 0.9, -7, -20, 11, 0.1, -3, -14
> CN(CCC#N)C(=S)NC(=O)c1ccc(S(=O)(=O)N2CCOCC2)cc1
→ -6, 0.9, 1.6, 0, -3, 1, 0.7, 5, -4

Remaining list, next part
Under each structure – CHOP inh, TNF death inh, TRPN1 ag, NCF1 inh, EBV gp42 inh, Runt-SMMHC FRET, TRPML3 agonist, PPC-1+TRAIL kill, MDM2 E3 inh
> COc1ccc(CNCCC2(Cc3ccccc3)CC(C)N(C)CC2C)cc1OC (configuration not stated)
→ -18, 2.6, -0.1, -4, -9, -2, 0.9, 6, 3
> COc1ccccc1CNC(=O)CN(Cc1ccc(Cl)cc1)S(C)(=O)=O
→ 19, 0.1, -0.5, 6, 7, 0, 1.1, 13, -10
> CC1=NN(c2ccccc2)C(=O)/C1=C\c1cc(C)n(-c2cccnc2)c1C
→ -10, -1.6, 1.8, 0, -5, -5, 1.1, 1, -4
> O=C(CN1C(=O)/C(=C/c2ccccc2)SC1=S)Nc1ncc(Cc2ccccc2)s1
→ 40, -0.2, 2.4, -24, -18, -3, 0.3, -10, -2
> C[C@@]12CCC=C[C@H]1[C@H](c1ccc3ccccc3c1/C=C/c1ccccc1)N(Cc1ccccc1)C2=O
→ 6, -0.8, x, -16, -26, 3, x, -6, 3
> NC(=O)N/N=C/c1cc(Br)ccc1OCC(=O)NCc1ccccc1
→ 21, 4.1, 0.6, -2, -12, 10, 0.5, 7, -13
> Cc1cccc(-n2nc([N+](=O)[O-])c(N3CCN(C(=O)c4ccco4)CC3)[n+]2[O-])c1
→ -1, -0.5, -2.0, -6, -7, -1, 0.3, -4, -11
> Cc1ccsc1/C=N/NC(=O)c1cccs1
→ -12, 0.9, 0.0, -13, 2, 3, 0.2, 32, -15
> Cn1c(CN2CCOCC2)nnc1SCc1ccccc1
→ 21, -1.7, -0.5, -7, -20, -6, 0.4, 2, -23
> O=C1CCC(C(=O)OCc2cc(=O)oc3ccc4ccccc4c23)=NN1
→ 8, -0.3, 1.2, 1, -11, 0, 1.4, 23, -7
> CCc1cc(C(c2ccc(F)cc2)N2CCOCC2)c(NC(=O)c2ccccc2)s1 (configuration not stated)
→ -36, -8.2, -0.6, 5, 5, 3, -0.3, 12, -6
> O=C(CSCc1ccc(Cl)cc1)Nc1ccc2c(c1)OCO2
→ -3, 23, -1.4, -14, -8, 1, -1.3, 1, x
> Cc1cc(C(=O)N2CCN(c3ccccc3)CC2)no1
→ 0, -4.2, 1.8, -6, -20, 0, 0.5, 1, -25
> CCCCCn1c(N2CCOCC2)nc2c1c(=O)n(CC(N)=O)c(=O)n2C
→ 8, 0.9, 0.8, -1, -11, -7, 1.0, 4, -10
> COc1ccc(NC(=O)c2c(NC(=O)CNCC(C)C)sc3c2CCC3)c(OC)c1
→ 49, 2.6, -0.3, 0, -13, -6, 0.6, 19, -4
> Cc1nn(Cc2ccc(Cl)cc2Cl)c(Cl)c1/C=N/NC(=O)CNc1cccc(C(F)(F)F)c1
→ 43, 1.4, -0.1, 8, -2, -1, -0.2, -8, -12
> OCC(O)/C=N/Nc1nc(N2CCCCC2)nc(N2CCCCC2)n1 (configuration not stated)
→ 0, 1.4, 0.6, -3, 3, 0, 0.6, -10, -7
> Cc1ccc(CSc2nnc(-c3ccncc3)n2CC2CCCO2)cc1 (configuration not stated)
→ -18, -0.5, -1.1, -12, -2, -3, 0.2, 6, -26
> COC(=O)Cn1ccc(N(C)C)c(C#N)c1=O
→ -4, -0.4, 0.7, 6, -4, -3, 0.0, 1, -12
> CCOC(=O)c1sc(SC)nc1N
→ 5, 0.7, 0.8, -4, -14, 0, 0.2, 7, -19
> CCCCn1c(CN2CCN(C)CC2)nc2ccccc21
→ -14, 0.1, 0.8, 9, 0, -8, 0.6, 22, -4
> CCOC(=O)c1sc2ncnc(OC)c2c1C
→ -22, -0.1, -0.3, 9, 3, -4, 0.4, 15, -25
> COc1ccc([C@H]2[C@H](C(=O)C(C)(C)C)N3N=Cc4ccccc4C3C23C(=O)OC(C)(C)OC3=O)cc1 (some centres not stated)
→ 17, 2.1, 0.8, -10, -18, -4, 0.6, 16, -24
> Cn1c(SCC(=O)c2ccc(-c3ccccc3)cc2)nnc1-c1ccco1
→ 23, -1.7, 5.9, -41, -20, 14, 2.5, 14, 5
> Cn1nnnc1SCC(=O)Nc1ccccn1
→ 10, 0.4, 0.4, -7, -3, 1, 1.5, -12, 1
> CC(=O)N1N=C(c2ccc(C)cc2)CC1c1ccc2c(c1)OCO2 (configuration not stated)
→ 15, 7.0, -0.4, -10, -14, 2, -0.5, 12, -1

Source: PubChem BioAssay
